# Compound activity as filed in PubChem BioAssay.
# H37Rv inhibition = M. tuberculosis growth inhibition, HTS (AID 449762). M. tuberculosis H37Rv growth inhibition, 7H9 media; higher % means a stronger effect. inhibition, % at 25 µM, or IC50 in µM where a hit was titrated. hit rate 0.59% among 330,000; in the data active = a potency from the dose series; inconclusive = inhibition above about 70% without an active follow-up result;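 also: bacterial growth assessed after seven days of incubation; strong numbers were not always called active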
# tuberculosis growth = growth inhibition of non-replicating M. tuberculosis (AID 488890) | Mycobacterium tuberculosis non-replicating, growth inhibition; higher % means a stronger effect | inhibition, % at 25 µM; hits with a dose series show IC50 in µM | hit rate 0.39% among 320,000; in the data active = a potency from the dose series; inconclusive = inhibition mostly from about 82% at the one dose, without a potency; inactive = the rest, 99 in 100 with inhibition below about 76%;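 also: plate controls were DMSO cells for no effect and high antibiotic wells for full effect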
# Salmonella PhoP GFP = PhoP regulon inhibitors, Salmonella typhi PhoP promoter GFP reporter, confirmatory (AID 1850). Salmonella Typhi PhoP-promoter GFP reporter, fluorescence, 4 h; higher % means a stronger effect. one-dose inhibition, % at 50 µM; IC50 in µM for titrated hits. hit rate 0.33% among 310,000; in the data active = a potency from the dose series; inconclusive = inhibition mostly from about 25% at the one dose, without a potency; inactive = the rest, 99 in 100 with inhibition below about 19%;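 also: 0% = induced wells with vehicle and 100% = uninduced wells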
# influenza NS1A = H1N1 influenza NS1A inhibitors, functional cell based assay (AID 504329). inhibition, % at 12.5 µM; hits with a dose series show IC50 in µM. hit rate 0.3% among 340,000. NS1A functional cell-based assay, percent inhibition; higher % means a stronger effect; in the data active = a potency from the dose series; inconclusive = inhibition above about 27% without an active follow-up result; also: strong numbers were not always called active
# VEEV TC-83 Vero = inhibitors of VEEV TC-83 cytopathic effect, confirmation, Vero cells (AID 588727). Vero cells, VEEV TC-83 cytopathic effect inhibition; higher % means a stronger effect. hit rate 0.13% among 350,000. inhibition, % at 20 µM, or IC50 in µM where a hit was titrated; in the data active = a potency from the dose series; inconclusive = inhibition mostly from about 14% at the one dose, without a potency; inactive = the rest, 99 in 100 with inhibition below about 12%; also: strong numbers were not always called active
# VEEV TC-83 Vero 10K pilot screen = further read-out of VEEV TC-83 Vero, marked with its call; inhibition, %; measured here: 10K pilot screen inhibition
# * marks the source's active call; other numbers are inactive results; i = inactive; ? = inconclusive; . = no result given. Random draw from the library; overall some 1.5% were active at least once.
SMILES,H37Rv inhibition,tuberculosis growth,Salmonella PhoP GFP,influenza NS1A,VEEV TC-83 Vero,others
COc1ccc(/C=N/NC(=O)CCOc2ccccc2C)cc1OC,6%,7%,17%,-7%,1.0%,
COc1ccc([C@H]2/C=C\CN(C(=O)c3ccc(C)cc3)[C@@H](C)C(=O)N2Cc2ccc(F)cc2)cc1,7%,30%,1%,11%,4.7%,
CC(=O)OCC(=O)Nc1c(C)cc(C)cc1C,14%,7%,2%,-7%,i,
CNc1nc2c(-c3ccc(Cl)cc3)nnn2c2ccccc12,8%,-4%,-17%,-18%,i,
COc1cc(CNC(C)(C)CO)cc(Br)c1OCc1ccc(Cl)cc1Cl,?,i,0%,-1%,i,
COc1ccc(OCC(=O)O/N=C(\N)c2ccc(OC)cc2)cc1,3%,70%,1%,-20%,3.4%,
Cc1c(Cl)cccc1NC(=S)N1CCc2ccccc2C1,3%,-12%,-11%,-7%,0.5%,
O=C(CNS(=O)(=O)c1ccc(F)cc1)N1CCN(c2ccc(F)cc2)CC1,2%,10%,10%,-10%,0.7%,
O=C(O)CCCNC(=O)Nc1ccccc1,-1%,-25%,2%,-21%,0.2%,
COc1ccccc1NC(=O)c1ccc(NC(=O)COC(=O)c2ccc(O)cc2)cc1,1%,11%,.,-7%,1.4%,
Cc1nc2cc(C(=O)O)ccc2n1C1CCCCC1,7%,1%,8%,1%,0.2%,
C[C@]12CC[C@H](O)CC1=CC[C@@H]1[C@@H]2CC[C@]2(C)C(=O)CC[C@@H]12,7%,17%,5%,-1%,1.4%,
NS(=O)(=O)c1ccc(NC(=O)Nc2ccc(S(N)(=O)=O)cc2)cc1,7%,-10%,-9%,.,0.3%,
O=C(CNC(=O)c1ccc(F)cc1)c1ccccc1,-6%,43%,-5%,-2%,1.0%,
CC(=O)Nc1ccc(N(C(=O)c2cnccn2)C(C(=O)NC2CCCCC2)c2ccc(O)cc2)cc1 (centres undefined),0%,7%,5%,-2%,i,
O=C(Nc1cccc2ccccc12)N1N=CCC1c1ccccc1 (centres undefined),7%,32%,1%,.,7.7%,
CCOc1cc(/C=N/NC(=O)c2cc(C)n(-c3ccc(F)cc3)c2C)ccc1O,-2%,41%,-6%,5%,0.7%,
CC(C)CCN1CCN=C1Nc1ccccc1,-11%,19%,-1%,6%,0.8%,
CCCCNC(=O)NNC(=O)C1CC1(c1ccccc1)c1ccccc1 (centres undefined),12%,4%,-7%,-9%,0.2%,
COC(=O)c1cc2c(s1)-c1ccc(OC)cc1CC2,17%,72%,-7%,-3%,i,
CCOC(=O)[C@@H]1[C@H]2COc3ccc(Br)cc3[C@@H]2N2C(=O)N(c3cccc(F)c3)C(=O)[C@@]12C,-5%,23%,-1%,-2%,0.1%,
CCN(CC(=O)NCc1ccc(Cl)cc1)C(=O)CNS(=O)(=O)c1ccc(NC(C)=O)cc1,0%,18%,-12%,-7%,4.6%,
CN(c1ccccc1)S(=O)(=O)c1ccc(NC(=S)NC(=O)C2CC2)cc1,1%,-19%,6%,-1%,8.8%,
Cc1cccc(Nc2c(-c3ccc(O)cc3)nc3ncccn23)c1,6%,3%,-20%,-8%,4.4%,

# Fetched by compound from above:
SMILES,H37Rv inhibition,tuberculosis growth,Salmonella PhoP GFP,influenza NS1A,VEEV TC-83 Vero,others
O=C(Nc1cccc2ccccc12)N1N=CCC1c1ccccc1 (centres undefined),7%,32%,1%,.,7.7%,
CC(=O)OCC(=O)Nc1c(C)cc(C)cc1C,14%,7%,2%,-7%,i,

# Further structures follow:
SMILES,H37Rv inhibition,tuberculosis growth,Salmonella PhoP GFP,influenza NS1A,VEEV TC-83 Vero,others
Cc1ccc(C(=O)C2C(=O)c3ccccc3C2=O)cc1,?,35%,1%,-2%,5.4%,
CC(NCc1ccc(F)cc1)C(=O)NC1CCCCC1 (centres undefined),1%,-4%,0%,0%,0.2%,
COc1ccc(CCNS(=O)(=O)c2ccc3c(c2)NC(=O)CO3)cc1OC,-10%,-9%,0%,-6%,0.6%,
Cc1ccc(/C=C/c2nc3sc(C(=O)O)c(C)c3c(=O)[nH]2)cc1[N+](=O)[O-],-2%,21%,6%,4%,2.3%,
O=C(Nc1ccccc1)c1cc(-n2cnnc2)ccc1Cl,-14%,2%,-2%,27%,2.2%,
O=C(c1cnn(C(=O)c2ccccc2)c1)c1ccccc1O,2%,75%,7%,-10%,2.8%,
O=C(CN1CCN(c2ccc(F)cc2)CC1)Nc1ccccc1Br,3%,3%,3%,-7%,1.1%,
CN(c1ccc([N+](=O)[O-])cc1/C=N/NC(=O)COc1ccccc1)C1CCCCC1,-1%,3%,0%,-5%,2.1%,
O=C1NC(=O)C(Cc2ccccc2)(Cc2ccccc2)C(=O)N1,.,.,.,6%,0.3%,
N#CC1=C(S)N(c2ccccc2)C(c2ccc(-c3ccccc3Cl)o2)NC1=O (centres undefined),-3%,22%,-8%,1%,3.6%,
COCc1cc(CN2CCN(Cc3ccsc3)C(CCO)C2)ccc1OC (centres undefined),2%,-3%,-8%,0%,i,
O=C(Nc1ccccc1)Nc1ccc2ncoc2c1,-5%,-6%,1%,-4%,0.4%,

# Sorted by heavy-atom count (lowest first): 7 of the compounds above
SMILES,H37Rv inhibition,tuberculosis growth,Salmonella PhoP GFP,influenza NS1A,VEEV TC-83 Vero,others
Cc1nc2cc(C(=O)O)ccc2n1C1CCCCC1,7%,1%,8%,1%,0.2%,
CC(NCc1ccc(F)cc1)C(=O)NC1CCCCC1 (centres undefined),1%,-4%,0%,0%,0.2%,
C[C@]12CC[C@H](O)CC1=CC[C@@H]1[C@@H]2CC[C@]2(C)C(=O)CC[C@@H]12,7%,17%,5%,-1%,1.4%,
O=C(c1cnn(C(=O)c2ccccc2)c1)c1ccccc1O,2%,75%,7%,-10%,2.8%,
COc1ccc(CCNS(=O)(=O)c2ccc3c(c2)NC(=O)CO3)cc1OC,-10%,-9%,0%,-6%,0.6%,
CCOc1cc(/C=N/NC(=O)c2cc(C)n(-c3ccc(F)cc3)c2C)ccc1O,-2%,41%,-6%,5%,0.7%,
COc1ccccc1NC(=O)c1ccc(NC(=O)COC(=O)c2ccc(O)cc2)cc1,1%,11%,.,-7%,1.4%,

# Continuation.
SMILES,H37Rv inhibition,tuberculosis growth,Salmonella PhoP GFP,influenza NS1A,VEEV TC-83 Vero,others
Clc1ccc(OCCCN2CCCCC2)c(Br)c1,5%,-3%,14%,-7%,i,
CCC(C)NC(=O)CO/N=C/c1ccccc1OC(F)F (centres undefined),-8%,5%,1%,0%,0.7%,
CCCCC(=O)NNC(=S)NC(=O)c1ccc([N+](=O)[O-])cc1,?,?,9%,-7%,1.0%,
CCN(CC(=O)Nc1c(F)cccc1F)C(=O)CCc1nc2sc3c(c2c(=O)[nH]1)CCCC3,61%,20%,5%,-1%,5.8%,
CNC(=S)N(CCO)Cc1cc2cc3c(cc2[nH]c1=O)OCO3,-7%,-9%,3%,-11%,i,
CCOC(=O)/C(C#N)=C/c1cn(CCC(=O)O)nc1-c1cccc(Cl)c1,2%,-3%,-5%,2%,0.5%,
CC(=O)NC1(C(F)(F)F)N=C(c2ccccc2)NC1=O (centres undefined),2%,-13%,5%,5%,0.4%,
Cc1ccccc1Nc1nc(N)nc(COC(=O)c2cccn2C)n1,-3%,37%,-2%,7%,1.5%,VEEV TC-83 Vero 10K pilot screen=1.8
O=C(O)CN1C(=O)C(=O)N(Cc2ccc(Cl)cc2Cl)C1=O,-2%,-9%,0%,-28%,i,
C(=C\c1ccccc1)/C=N/N1CCN(c2ccccn2)CC1,2%,13%,-4%,14%,3.8%,
OC(COCc1ccc(Cl)cc1)CN1CCc2ccccc2C1 (centres undefined),-1%,44%,3%,1%,i,
COc1ccc(C(=O)Nc2cccc(/C(C)=N\NC(=O)c3ccoc3C)c2)cc1OC,.,.,.,-2%,8.7%,
O=C1CC(N2CCSCC2)C(=O)N1c1cccc(Br)c1 (centres undefined),-5%,23%,10%,5%,0.6%,
Cc1nc([N+](=O)[O-])cn1Cc1cccc([N+](=O)[O-])c1,6%,8%,6%,-5%,0.4%,
CCCN(CCC)C(C)C(=O)NCC1(c2ccccc2)CCCC1 (centres undefined),-9%,13%,-8%,-1%,i,
CC(Sc1nncn1-c1ccccc1)C(=O)Nc1cccc([N+](=O)[O-])c1 (centres undefined),7%,-5%,2%,5%,4.5%,
O=C(/C=C/Nc1ccccc1F)c1ccc(Br)cc1,-1%,17%,-2%,25%,i,
Cc1ccc(CNC(=O)CN(c2cccc([N+](=O)[O-])c2)S(=O)(=O)c2ccccc2)cc1,12%,23%,-3%,-2%,5.4%,
O=c1cc2c(nn1Cc1ccccc1)-c1ccccc1CC2,7%,32%,7%,-7%,0.7%,
C=CCn1c(SCC(=O)NC)nc2sc3c(c2c1=O)CCC3,2%,-3%,4%,26%,i,
CC(=O)Nc1ccc(S(=O)(=O)N2CCN(CCCOc3cc(C)ccc3C)CC2)cc1,?,1%,0%,8%,i,
c1ccc2cc(OCCOCCOc3ccc4ccccc4c3)ccc2c1,-5%,-4%,3%,10%,0.9%,
O=C(CCS(=O)(=O)c1ccc(Cl)cc1)NC1CCCC1,1%,8%,.,-2%,1.4%,
Cc1cc(C)c(S(=O)(=O)N2CCCOC2CNC(=O)C(=O)NCCc2c[nH]c3ccccc23)c(C)c1 (centres undefined),-5%,14%,-2%,9%,10%,
CC1CCCC(NC(=O)Cn2cc3c(n2)CCCCC3)C1C (centres undefined),-10%,24%,-4%,-3%,0.1%,
CSCc1ccc(C(=O)N2CCC(N3CCC(C(=O)NC(C)C)CC3)CC2)o1,-4%,-3%,-1%,-1%,0.5%,
c1ccc2c(N3CCNCC3)cccc2c1,3%,2%,-17%,2%,1.0%,
COCCCC1CCN(Cc2nc(Cc3ccccc3Cl)no2)CC1,6%,46%,5%,-4%,0.6%,
O=S(=O)(c1cc(Cl)ccc1Br)N1CCOCC1,2%,17%,8%,7%,i,
N#Cc1ccc(N2Cc3ccccc3C2=NC(=O)c2cccs2)cc1,-6%,21%,2%,0%,0.5%,
COc1ccc(-c2nnn(CC(=O)c3c[nH]c4ccccc34)n2)cc1OC,-2%,1%,16%,-7%,0.4%,
CCC/C=N/Nc1nc2ccccc2s1,?,-2%,-10%,-4%,0.4%,
COc1cccc(/C=N/NC(=O)C(=O)N2CCCC2)c1OC,-5%,-1%,4%,6%,0.2%,
CCOc1cc2[nH]c(=S)n(C(C)C)c(=O)c2cc1OCC,12%,-6%,0%,2%,8.8%,
COCCN1C(=O)c2ccccc2C(C(=O)NCC2CCCO2)C1c1c[nH]c2ccccc12 (centres undefined),-4%,-15%,12%,-1%,1.1%,
COc1ccc(CC(=O)NCC2CCCN(Cc3ccc(OC(F)(F)F)cc3)C2)cc1 (centres undefined),7%,7%,-2%,-4%,0.6%,
Cc1ccc(NC(=O)c2cccc(S(=O)(=O)N3CCCC3)c2)nc1,-6%,-2%,5%,0%,8.7%,
CC(C)c1ccc(OCC(=O)NC2CC(C)(C)NC(C)(C)C2)c(Br)c1,8%,51%,-12%,-11%,1.3%,
COc1ccc(/C=N/N=C2/NC(=O)C(c3ccccc3)S2)c(OC)c1 (centres undefined),10%,22%,-2%,-4%,9.9%,
Oc1ccc(Br)cc1-c1nc2cnccn2c1NC1CCCC1,37%,39%,-4%,5%,0.5%,
Cc1cc(C)n(CC(=O)c2cccc([N+](=O)[O-])c2)n1,4%,-6%,9%,-3%,0.5%,
Cc1nc(SCC(=O)Nc2ccc3[nH]c(=O)[nH]c3c2)nc(C)c1C,-8%,-8%,.,0%,2.7%,
CCCc1oc(C(=O)O)cc1CN,-3%,-1%,8%,-3%,i,
